# TRb SRC2 PPI = qHTS for Inhibitors of the Interaction of Thyroid Hormone Receptor and Steroid Receptor Coregulator 2 | actives 0.065% (n = 280,000) | AID 1469, 2008 | Thyroid hormone receptor beta (Homo sapiens), P10828 | TRbeta-SRC2 peptide binding, fluorescence polarization; receptor liganded with 1 µM T3 | Potency, µM (doses to about 106 µM), for the others: top-dose activity change, negative = inhibition, hits mostly inhibitors;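 also: plate controls were bound peptide for no effect and peptide without receptor for full effect; nearly all actives have a fitted effect of over 50% in size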
#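 Fluorescence polarization of 20 nM Texas Red SRC2 peptide (20-aa NR interaction domain) bound to 0.6 uM human TRb ligand-binding domain, with 1 uM T3, after 5 hr at ambient temperature; inhibition seen as decreased polarization.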
# RECQ1 helicase = qHTS Assay for Inhibitors of RecQ-Like Dna Helicase 1 (RECQ1) | ATP-dependent DNA helicase Q1 (Homo sapiens), P46063 | RECQ1 DNA unwinding, red fluorescence kinetic read | Potency, µM (titrated, usually from 57.3 µM), without a hit: at the top dose activity, negative = inhibition, actives largely listed as inhibitors | actives 0.54% (n = 240,000) | AID 2549, 2010;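 also: plate controls were vehicle for no effect and no enzyme for full effect; nearly all actives have a fitted effect of over 30% in size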
#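 50 nM RECQ1T1 preincubated 15 min with compound in Tris pH 8.0 buffer with MgCl2, DTT, Tween-20 and 2.5 ug/ml poly(dI-dC); started with 200 nM TAMRA/BHQ-2 forked duplex and 2 mM ATP. Unwinding read as fluorescence (525/598 nm), two reads 2 h apart.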
# Tau fibril ThT = qHTS for Inhibitors of Tau Fibril Formation, Thioflavin T Binding | Potency, µM (top dose mostly 57.4 µM), for inactives: top-dose activity, negative = inhibition, actives largely listed as inhibitors | recombinant tau K18 P301L, heparin-induced fibrillization, ThT fluorescence | AID 1460, 2008 | Microtubule-associated protein tau (Homo sapiens), P10636 | actives 2.1% (n = 270,000); also: nearly all actives have a fitted effect of over 55% in size
# Target sequence (P10636 561-689 P618L limits assumed): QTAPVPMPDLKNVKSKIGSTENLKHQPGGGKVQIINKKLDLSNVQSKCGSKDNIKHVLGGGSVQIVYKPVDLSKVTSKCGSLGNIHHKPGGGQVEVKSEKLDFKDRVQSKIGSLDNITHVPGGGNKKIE
#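 Using a mix of unlabeled (15 uM) and Alexa 594-labeled (0.24 uM) tau K18 P301L, heparin-triggered fibrillization over 6 hr at 37 C was scored by ThT fluorescence.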
# L3MBTL1 inh = qHTS Assay for the Inhibitors of L3MBTL1; actives 0.66% (n = 230,000); AID 485360, 2010; Lethal(3)malignant brain tumor-like protein 1 (Homo sapiens), Q9Y468; AlphaScreen L3MBTL1–H3K9me1 peptide binding; Potency, µM (top dose mostly 57.1 µM), for inactives: at the top dose activity, negative = inhibition, most hits filed as inhibitors; also: nearly all actives have a fitted effect of over 60% in size
# Target sequence (Q9Y468 whole entry, looked up): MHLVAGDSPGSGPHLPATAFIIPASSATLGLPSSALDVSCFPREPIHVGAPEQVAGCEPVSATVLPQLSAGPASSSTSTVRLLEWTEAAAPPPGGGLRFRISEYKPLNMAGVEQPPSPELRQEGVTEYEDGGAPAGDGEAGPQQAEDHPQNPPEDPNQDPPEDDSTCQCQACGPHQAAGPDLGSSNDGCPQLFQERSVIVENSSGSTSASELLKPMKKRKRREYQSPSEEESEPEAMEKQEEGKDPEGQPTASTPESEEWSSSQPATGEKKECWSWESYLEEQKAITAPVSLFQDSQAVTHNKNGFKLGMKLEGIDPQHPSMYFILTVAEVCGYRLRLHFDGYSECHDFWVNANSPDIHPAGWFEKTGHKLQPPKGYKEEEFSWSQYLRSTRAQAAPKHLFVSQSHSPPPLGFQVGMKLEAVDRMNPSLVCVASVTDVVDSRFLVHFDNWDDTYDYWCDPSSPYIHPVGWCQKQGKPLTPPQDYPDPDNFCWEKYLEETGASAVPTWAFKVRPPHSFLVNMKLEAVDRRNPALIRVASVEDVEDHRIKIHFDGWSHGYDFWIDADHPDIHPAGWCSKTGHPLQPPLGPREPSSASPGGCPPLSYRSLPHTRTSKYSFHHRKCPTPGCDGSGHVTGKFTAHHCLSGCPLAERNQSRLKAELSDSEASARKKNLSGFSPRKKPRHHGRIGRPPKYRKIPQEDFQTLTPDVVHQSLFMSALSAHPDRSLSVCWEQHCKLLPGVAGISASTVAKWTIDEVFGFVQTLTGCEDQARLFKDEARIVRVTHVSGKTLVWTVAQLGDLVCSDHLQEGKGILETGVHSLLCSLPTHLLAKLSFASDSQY
#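 L3MBTL1 50 nM + b-AHA-H3(1-15)K9me1 75 nM, 30 min RT; compound added, 30 min RT; streptavidin donor/Ni-chelate acceptor beads 10 ug/mL each final, 30 min RT dark; AlphaScreen read.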
# KDM4E inh = qHTS Assay for Inhibitors of Human Jumonji Domain Containing 2E (JMJD2E); Lysine-specific demethylase 4E (Homo sapiens), B2RXH2; JMJD2E catalytic domain, FDH-coupled NADH fluorescence (FDH is formaldehyde dehydrogenase); Potency, µM (series often up to 57.1 µM), inactives show at the highest dose activity change, negative = inhibition, actives largely listed as inhibitors; actives 1.6% (n = 230,000); active = well fitted inhibition curve with a large enough effect, not every such curve was filed as active; inconclusive = small, poorly fitted or top-dose-only effect, or another doubt; inactive = no such curve, though single readings can be large or run the other way;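 also: 0% = wells with enzyme and -100% = buffer wells without enzyme; nearly all actives have a fitted effect of over 50% in size; many of its hits are not listed in these tables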
# Tau fibril FP = qHTS for Inhibitors of Tau Fibril Formation, Fluorescence Polarization | Microtubule-associated protein tau (Homo sapiens), P10636 | K18 P301L tau heparin fibrillization, Alexa594 FP, 6 h | Potency, µM (series often up to 57.7 µM), for inactives: at the highest dose activity, negative = inhibition, most hits filed as inhibitors | actives 0.39% (n = 280,000) | AID 1468, 2008; also: nearly all actives have a fitted effect of over 55% in size
#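 Quantitative HTS format: compounds meet 15 uM recombinant K18 P301L tau and Alexa 594-tau tracer in 100 mM sodium acetate pH 7; 20 uM heparin triggers fibrillization at 37 C over 6 hr; FP gives the signal.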
# TexasRed fluor = Total Fluorescence Counterscreen for Inhibitors of the Interaction of Thyroid Hormone Receptor and Steroid Receptor Coregulator 2; TRb/SRC2 Texas Red total fluorescence interference; Potency, µM (highest dose often 106 µM), inactives show at the top dose fluorescence change, negative = quenching; actives 0.29% (n = 280,000); AID 1479, 2009; active = well fitted curve in either direction with a large enough effect; inconclusive = small, poorly fitted or top-dose-only effect
#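 Human TRb ligand-binding domain at 0.6 uM with 20 nM Texas Red SRC2 peptide in Tris buffer containing 1 uM T3 and 5% DMSO, incubated with compound 5 h at ambient temperature. Total fluorescence (555/632 nm) calculated as parallel + 2 × perpendicular.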
# RGS12 GoLoco inh = qHTS Assay for Inhibitors of RGS12 GoLoco Motif Activity (Red Fluorophore) | Guanine nucleotide-binding protein G(i) subunit alpha-1 (Homo sapiens), P63096 | Gai1:RGS12 GoLoco peptide FP, rhodamine, 10 min | Potency, µM (series often up to 61.6 µM), for the others: at the top dose activity, negative = inhibition, usual class: inhibitors | actives 0.44% (n = 230,000) | AID 880, 2007; active = well fitted inhibition curve with a large enough effect, not every such curve was filed as active; inactive = no such curve, though single readings can be large or run the other way; also: nearly all actives have a fitted effect of over 30% in size; many of its hits are not listed in these tables
# * = called active by the depositor; i = inactive; ? = inconclusive; . = no result given; & = joins results of further samples; [ ] = remark or other dose. Unless noted, calls follow the shape of the dose curve; as a rule, active = well fitted curve in the direction sought with a large enough effect; inconclusive = small, poorly fitted or top-dose-only effect, or another doubt; inactive = no such curve, though single readings can be large; an effect the other way counts as inactive or inconclusive. Unless noted, % is scaled to controls: 0 for no effect and ±100 for the full control effect; potency is read from the fitted curve at half-maximal effect.
SMILES,TRb SRC2 PPI,RECQ1 helicase,Tau fibril ThT,L3MBTL1 inh,KDM4E inh,Tau fibril FP,TexasRed fluor,RGS12 GoLoco inh
NC(=O)C1CCN(S(=O)(=O)c2ccc3c(c2)OCCO3)CC1,-1%,-8%,-3%,1%,5%,?,-4%,6%
Cc1ccsc1C1NC(=O)c2c(sc3c2CCN(C)C3)N1 (centres undefined),-11%,-21%,?,.,?,?,17%,67%[activator]
O=C(O)C1CCC(Cn2c(SCc3cc(=O)n4cc(Br)ccc4n3)nc3ccsc3c2=O)CC1 (centres undefined),2%,i,-6%,6%,-10%,5%,1%,11%
Cc1cccc(NC(=O)c2ccc(Cn3cc(C(F)(F)F)ccc3=O)cc2)c1,4%,1%,-1%,-2%,5%,-7%,2%,4%
O=C(NC1CCCC1)C(c1ccc(Cl)cc1)N1CCc2ccccc21 (centres undefined),-15%,-7%,-9%,.,4%,0%,1%,0%
CO[C@H]1COC(=O)[C@H]2CCCN2C(=O)C/C=C\[C@@H](C)[C@H](OC)COC(=O)C/C=C\[C@@H]1C,4%[11.2 µM],15%[11.5 µM],-6%[11.5 µM],.,.,1%[11.6 µM],0%[11.2 µM],.
CCOC(=O)Cn1c(=N)n(CCOc2ccc(OC)cc2)c2ccccc21,-5%&7%,14%,-10%&-13%,.,5%,4%&-3%,-1%&-1%,-1%
O=C(Nc1ccc(S(=O)(=O)Nc2ncccn2)cc1)c1ccco1,-4%,i,6%,.,-4%,2%,0%,-2%
Cc1ccc(NC(=S)Nc2ccc(OC(F)F)c(Cl)c2)cc1Cl,2%,-7%,9%,6%,0%,?,-1%,6%
O=C(CSc1nc(=O)n(Cc2ccncc2)c2c1CCC2)Nc1cccc(F)c1,-2%,.,-5%,.,.,-15%,-3%,.
CCn1c(CSc2nc3ccccc3n2C)nc2ccccc21,2%,-12%,-10%,-3%,-19%,7%,5%,-4%
Cc1ccc(S(=O)(=O)Nc2nc3n(n2)C(c2ccc(Cl)cc2)CC(=O)N3)cc1 (centres undefined),-17%,-5%,-10%,3%,5%,-10%,-2%,-9%
Cc1cc(C)nc(-n2nc(C)c3c(=O)[nH]c(C(F)(F)F)nc32)n1,-9%,-2%,-9%,-4%,-1%,-15%,-5%,3%
Cc1ccc(NC(=O)c2c(C)oc3ccc(O)c(CN4CCCCCC4)c23)c(C)c1,-6%,.,-8%,.,.,3%,1%,.
O=C1c2cccc(OCC(=O)N3N=C(c4cccs4)CC3c3ccc(F)cc3)c2CCN1Cc1ccccc1 (centres undefined),9%,-6%,-2%,-5%,-2%,2%,1%,21%
CCOC(=O)C(NC(=O)N1CCCCC1)(c1ccccc1)C(F)(F)F (centres undefined),0%,i,-11%,6%,3%,1%,3%,.
COc1ccc(Cn2nnc(C(=O)Nc3cc(OC)ccc3OC)c2N)cc1,1%,.,3%,.,.,-14%,2%,.
COc1ccc(-c2nnn(CC(=O)N(C3CCCCC3)C(C)C(=O)NC3CCCC3)n2)cc1OC (centres undefined),-10%,i,-3%,-5%,-7%,4%,-6%,4%
Cc1ccc(NC(=O)c2ccc(CSc3nccc(C)n3)cc2)cc1,3%,-7%,-7%,3%,-4%,-4%,-4%,.
COC(=O)N[C@@H](CCc1ccccc1)/C(C(=O)OC)=C(\C)NCc1ccccc1,-3%,-9%,0%,.,-3%,4%,-1%,6%
C[N+](C)(CC#N)C/C=C\c1ccccc1,7%,i,-7%,0%,0%,-10%,-2%,15%
CC1(c2ccccc2)CC(c2ccccc2)=Nc2nonc2N1 (centres undefined),1%,3%,-4%,8%,3%,-8%,-3%,-2%
O=C1C(Cl)=C(NCC2CCCO2)C(=O)N1c1cccc(Cl)c1Cl (centres undefined),3%,1%,?,15%,6%,-12%,3%,3%
CCOc1ccc(CCNC(=O)c2cccc(Nc3nc4ccccc4nc3-n3nc(C)cc3C)c2)cc1OCC,-2%,.,0%,.,.,-2%,1%,.
CCCC1CCC(=NNC(=O)CNc2ccc(OC)cc2)CC1 (centres undefined),2%,-8%,?,-5%,7%,-4%,-2%,14%
CCOc1ccc(-c2nc(C#N)c(N3CCN(CC)CC3)o2)cc1,-2%,-3%,-12%,-12%,?,8%,-1%,.
O=C(NC(=S)Nc1cccc(NC(=O)c2ccc(Cl)cc2Cl)c1)c1cccs1,-7%,-15%,3%,10%,10%,?,2%,8%
O=C(CN1C(=O)c2ccccc2S1(=O)=O)N1CCc2ccccc2C1,1%,-1%,5%,.,6%,-1%,-2%,3%
Cc1cc(C)c(-c2cc(C(F)(F)F)no2)c(=O)[nH]1,-2%,-6%,-9%,8%,?,4%,-2%,-3%
CCCc1cc(C(=O)N2CCN(c3ccccc3C)CC2)cs1,-10%,-4%,?,13%[11.4 µM],-4%,5%,0%,0%
Clc1ncnc2scc(C3COc4ccccc4O3)c12 (centres undefined),-8%,i,?,5%,-3%,6%,3%,17%
O=C1NC[C@@H](Cc2cccc3ccccc23)N(CC2CCCCC2)C1=O,-2%,-5%,-3%,.,-14%,7%,0%,3%
CCOC(=O)Cc1csc(SCC(=O)c2c(N)n(CC(C)C)c(=O)n(C)c2=O)n1,-4%,i,?,4%,-3%,-5%,1%,1%
Cc1ccc2nc(NC(=O)c3ccc4c(c3)OCO4)sc2c1,0%,-10%,3%,6%,?,5%,-3%,6%
CC(=O)c1c(C)[nH]c(C(=O)OCCOc2ccccc2)c1C,7%,-9%,-5%,-12%,6%,-7%,-1%,4%
CC(C)(C)c1ccc(C(=O)NCC(=O)OCC(=O)Nc2nc(-c3ccc(F)cc3)cs2)cc1,3%,i,-5%,-7%,-5%,?,-1%,7%

# Reformatted bar-delimited: entries from further up.
SMILES | TRb SRC2 PPI | RECQ1 helicase | Tau fibril ThT | L3MBTL1 inh | KDM4E inh | Tau fibril FP | TexasRed fluor | RGS12 GoLoco inh
O=C(CN1C(=O)c2ccccc2S1(=O)=O)N1CCc2ccccc2C1 | 1% | -1% | 5% | . | 6% | -1% | -2% | 3%
Cc1cc(C)c(-c2cc(C(F)(F)F)no2)c(=O)[nH]1 | -2% | -6% | -9% | 8% | ? | 4% | -2% | -3%

# Other structures.
SMILES,TRb SRC2 PPI,RECQ1 helicase,Tau fibril ThT,L3MBTL1 inh,KDM4E inh,Tau fibril FP,TexasRed fluor,RGS12 GoLoco inh
COc1ccc(F)cc1S(=O)(=O)N1CCC(C(N)=O)CC1,-8%,2%,4%,.,14%,-2%,-4%,3%
COC(=O)c1ccc(-c2nc3ccccc3o2)cc1,-4%,-6%,?,4%,?,-4%,2%,-7%
COc1ccc(Nc2nc(Nc3ccc(OC)cc3)nc(-n3[nH]c(=O)c(C)c3C)n2)cc1,-1%,i,?,-12%,-13%,9%,-8%,-6%
CCOc1ccc(C(=O)NC(=S)Nc2ccccc2N2CCOCC2)cc1Br,0%,1%,7%,-14%,-1%,-7%,1%,-6%
CCCS(=O)(=O)C(=C(Nc1ccccc1)Nc1ccccc1)S(=O)(=O)CCC,-7%,i,-4%,.,1%,3%,0%,0%
COc1ccc(OC)c(NC(=O)CSc2nnc(CNC(=O)c3ccco3)o2)c1,4%,1%,-1%,.,-5%,4%,0%,3%
CN(C)S(=O)(=O)c1cccc(C(=O)c2nccn2C)c1,-6%,-15%,-5%,.,9%,1%,-3%,-7%
C=CCn1c(SCC(=O)NCc2ccccc2)nnc1-c1cc(Br)ccc1O,-6%,15%,-26%,.,1%,9%,1%,-2%
CCC(C)(C)NC(=O)Cc1ccc(Cl)cc1,-9%,i,8%,71%[activator],-1%,1%,-4%,7%
COc1cc(Cl)c(C)cc1NC(=O)c1ccc2c(Cl)c3c(nc2c1)CCC3,-4%,.,4%,.,.,2%,0%,.
Cc1cc(C)c(C)c(S(=O)(=O)N2CCC(C(=O)Nc3ccccc3N3CCOCC3)CC2)c1C,2%,2%,2%,8%,-5%,0%,3%,-26%
O=C(Nc1ncc(Cc2cccc(Cl)c2)s1)C1=NCCN1,8%,-3%,-10%,4%,25%,1%,-5%,11%

# Structural class: the compounds so far with an aryl methoxy group
SMILES,TRb SRC2 PPI,RECQ1 helicase,Tau fibril ThT,L3MBTL1 inh,KDM4E inh,Tau fibril FP,TexasRed fluor,RGS12 GoLoco inh
CCOC(=O)Cn1c(=N)n(CCOc2ccc(OC)cc2)c2ccccc21,-5%&7%,14%,-10%&-13%,.,5%,4%&-3%,-1%&-1%,-1%
COc1ccc(Cn2nnc(C(=O)Nc3cc(OC)ccc3OC)c2N)cc1,1%,.,3%,.,.,-14%,2%,.
COc1ccc(-c2nnn(CC(=O)N(C3CCCCC3)C(C)C(=O)NC3CCCC3)n2)cc1OC (centres undefined),-10%,i,-3%,-5%,-7%,4%,-6%,4%
CCCC1CCC(=NNC(=O)CNc2ccc(OC)cc2)CC1 (centres undefined),2%,-8%,?,-5%,7%,-4%,-2%,14%
COc1ccc(F)cc1S(=O)(=O)N1CCC(C(N)=O)CC1,-8%,2%,4%,.,14%,-2%,-4%,3%
COc1ccc(Nc2nc(Nc3ccc(OC)cc3)nc(-n3[nH]c(=O)c(C)c3C)n2)cc1,-1%,i,?,-12%,-13%,9%,-8%,-6%
COc1ccc(OC)c(NC(=O)CSc2nnc(CNC(=O)c3ccco3)o2)c1,4%,1%,-1%,.,-5%,4%,0%,3%
COc1cc(Cl)c(C)cc1NC(=O)c1ccc2c(Cl)c3c(nc2c1)CCC3,-4%,.,4%,.,.,2%,0%,.

# Not all compounds are listed (hit frequency here may not be typical).
